Assay outcomes (PubChem)
Rv3671c inh = inhibitors of M. tuberculosis serine protease Rv3671c; hit rate 0.048% among 320,000; inhibition, % at 5.96 µM; P9WHR9; in the data active means inhibition above about 38%;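 further: extracellular domain of Rv3671c used as enzyme; 0% = enzyme with DMSO and 100% = no enzyme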
FadD28 binding = blocks FadD28 binding to the bisubstrate probe; fluorescence polarization; inhibition, % at 12.5 µM; hit rate 0.22% among 360,000; AID 588549; in the data active means inhibition above about 8.5%, passing the limit was not always enough; inconclusive means no clear call, values can overlap the other calls
Mtb BioA inh = BioA (M. tuberculosis) enzyme inhibition; inhibition, % at 9.99 µM; purified M. tuberculosis BioA enzyme, plate reader; hit rate 0.096% among 360,000; in the data active means inhibition above about 40%; inconclusive means no clear call, values can overlap the other calls
PrPC TRFRET = inhibitors of human cell surface prion protein PrPC. hit rate 0.43% among 370,000. inhibition, % at 13.8 µM. AID 720596. P04156. TR-FRET read-out; in the data active means inhibition above about 24%; further: 0% = median of the test wells and 100% = reference compound wells
Mtb UGM inh = Mtb UDP-galactopyranose mutase inhibition. purified UGM, fluorescence polarization probe displacement. hit rate 0.06% among 320,000. inhibition, % at 10 µM. AID 504406. P9WIQ1; in the data active means inhibition above about 10%, passing the limit was not always enough; inconclusive means no clear call, values can overlap the other calls
Target sequence (P9WIQ1 whole entry, looked up): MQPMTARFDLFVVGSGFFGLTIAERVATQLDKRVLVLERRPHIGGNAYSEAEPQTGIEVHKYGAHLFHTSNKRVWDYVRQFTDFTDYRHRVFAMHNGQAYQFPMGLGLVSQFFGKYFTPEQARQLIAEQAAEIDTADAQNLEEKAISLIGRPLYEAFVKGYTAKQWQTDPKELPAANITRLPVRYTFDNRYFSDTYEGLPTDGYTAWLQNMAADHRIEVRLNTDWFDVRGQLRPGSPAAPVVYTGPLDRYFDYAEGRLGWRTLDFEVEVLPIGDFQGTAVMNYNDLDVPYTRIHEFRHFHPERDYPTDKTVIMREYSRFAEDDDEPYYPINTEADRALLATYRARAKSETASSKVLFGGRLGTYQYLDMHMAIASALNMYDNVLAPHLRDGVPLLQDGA
FBA Mtb inh = inhibits M. tuberculosis FBA enzyme. purified M. tuberculosis FBA, fluorescence read-out. inhibition, % at 1 µM. hit rate 2.3% among 360,000. AID 588726; in the data active means inhibition above about 27%;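 further: 0% = vehicle and 100% = reference inhibitor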
Target sequence (P9WQA3 whole entry, looked up): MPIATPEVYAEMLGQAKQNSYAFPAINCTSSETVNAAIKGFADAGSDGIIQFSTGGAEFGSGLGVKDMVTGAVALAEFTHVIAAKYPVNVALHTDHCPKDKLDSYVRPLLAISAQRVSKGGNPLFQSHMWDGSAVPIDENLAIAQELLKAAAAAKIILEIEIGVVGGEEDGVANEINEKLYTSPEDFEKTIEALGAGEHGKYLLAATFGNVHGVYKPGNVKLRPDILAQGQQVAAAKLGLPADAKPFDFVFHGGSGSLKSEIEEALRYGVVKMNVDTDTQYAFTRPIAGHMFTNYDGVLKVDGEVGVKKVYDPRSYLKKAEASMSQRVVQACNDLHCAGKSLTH
GDH-TPI inh = GDH-TPI coupled enzyme inhibition counter-screen; GDH-TPI coupled enzyme counterscreen, NADH absorbance; inhibition, % at 4.8 µM; AID 588335; hit rate 1.2% among 360,000; in the data active means inhibition above about 30%;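 further: 0% = DMSO wells and 100% = wells lacking the enzyme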
MazEF act = activators of E. coli MazEF toxin-antitoxin RNase. P0AE70. FAM/BHQ RNA-DNA oligo cleavage fluorescence, 5 h. activation, % at 20 µM. hit rate 0.32% among 350,000. AID 504720; in the data active means activation above about 50%
Target sequence (P0AE70 whole entry, looked up): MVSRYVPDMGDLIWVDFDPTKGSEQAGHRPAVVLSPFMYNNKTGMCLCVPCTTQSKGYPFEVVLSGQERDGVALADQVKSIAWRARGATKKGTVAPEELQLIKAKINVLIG
BoNT-F LC inh = inhibitors of Botulinum neurotoxin F light chain protease; Multiplex microsphere protease cleavage assay, flow cytometry; inhibition, % at 10 µM; hit rate 0.22% among 360,000; in the data active means inhibition above about 35%, passing the limit was not always enough; inconclusive means no clear call, values can overlap the other calls; further: plate controls were buffer without enzyme for full effect and enzyme alone for no effect
Starred values were filed as active, the others as inactive; ? = inconclusive; . = no result given.

Codes: A = Rv3671c inh; B = FadD28 binding; C = Mtb BioA inh; D = PrPC TRFRET; E = Mtb UGM inh; F = FBA Mtb inh; G = GDH-TPI inh; H = MazEF act; I = BoNT-F LC inh
CCOC(=O)N1CCC(N2CCN(C3CCCC3)C(CCO)C2)CC1 (stereo not given)
  A = 10 | B = -2.8 | C = . | D = -10 | E = 2.8 | F = -2 | G = -4 | H = 11 | I = -4
N#Cc1c(N)nc(SCC(=O)NCc2ccc3c(c2)OCO3)c(C#N)c1-c1cccs1
  A = -5 | B = -2.3 | C = -0.8 | D = -3 | E = -2.0 | F = 3 | G = 10 | H = 42 | I = 4
CC(C)CCNC(=O)CCNS(=O)(=O)c1ccc(Cl)cc1
  A = -2 | B = -0.2 | C = -0.4 | D = 2 | E = 3.1 | F = 2 | G = 4 | H = 3 | I = 10
COc1ccc(CCNC(=O)C2CCN(C(=O)c3ccc(C(C)(C)C)cc3)CC2)cc1OC
  A = 6 | B = -2.0 | C = -0.7 | D = 8 | E = 0.0 | F = 4 | G = -1 | H = -2 | I = -7
Cc1ccnc(NC(=O)Cc2c(F)cccc2Cl)c1
  A = 4 | B = -2.5 | C = 0.2 | D = -2 | E = -1.0 | F = 3 | G = 9 | H = 2 | I = .
COc1cccc(NC(=O)Nc2cnccn2)c1
  A = 5 | B = -3.3 | C = . | D = -6 | E = 0.3 | F = -2 | G = -4 | H = 3 | I = -1
CCOC(=O)CCC(NC(=O)CCCCCCCC(=O)NC(CCC(=O)OCC)C(=O)OCC)C(=O)OCC (stereo not given)
  A = -9 | B = -5.5 | C = . | D = 7 | E = -0.6 | F = 1 | G = -9 | H = 2 | I = 2
COC(=O)c1nc(N)sc1-c1ccccc1
  A = -4 | B = -2.5 | C = -1.0 | D = -9 | E = 1.5 | F = 11 | G = -4 | H = 3 | I = 5
CCc1noc(C)c1C(=O)Nc1cc(Cl)ccc1N1CCOCC1
  A = -2 | B = -2.6 | C = . | D = 7 | E = -2.0 | F = 1 | G = -4 | H = 6 | I = 2
C(=N\Nc1nc(-c2ccccc2)cs1)/c1cccnc1
  A = 13 | B = -1.2 | C = -0.1 | D = 1 | E = -0.3 | F = -2 | G = 19 | H = -6 | I = -10
Cc1ccc(S(=O)(=O)c2ccc([N+](=O)[O-])o2)cc1
  A = . | B = -4.2 | C = . | D = 82* | E = . | F = 0 | G = -8 | H = 7 | I = -1
COc1ccc(COC(=O)c2ccc(C)c(S(=O)(=O)N3CCOCC3)c2)cc1F
  A = 11 | B = -1.0 | C = . | D = -3 | E = -3.7 | F = 2 | G = -11 | H = 0 | I = 0
Nn1cc(-c2ccccc2)nc1SCC(=O)NCC1CCCO1 (stereo not given)
  A = 0 | B = 0.8 | C = . | D = 5 | E = -3.1 | F = 3 | G = 5 | H = 0 | I = -3
O=C(O)c1ccc2cccc(O)c2n1
  A = -22 | B = -3.4 | C = 1.0 | D = -3 | E = 0.2 | F = 0 | G = -5 | H = 5 | I = 8
COc1ccnc2c1c(=O)n(Cc1c(F)cccc1Cl)c(=O)n2C
  A = 1 | B = -2.9 | C = -1.4 | D = -2 | E = -2.8 | F = -1 | G = -7 | H = 7 | I = 1
COc1cc2nc(CCc3ccccc3)oc(=O)c2cc1OC
  A = 4 | B = -1.3 | C = . | D = 9 | E = 0.0 | F = 3 | G = -6 | H = 6 | I = -5
O=C(COC(=O)c1ccc(F)cc1F)Nc1ccc(S(=O)(=O)N2CCOCC2)cc1
  A = . | B = 1.3 | C = 0.2 | D = -3 | E = . | F = 1 | G = 2 | H = 6 | I = -2
Cc1onc(-c2c(Cl)cccc2Cl)c1C(=O)NC1CCCCC1
  A = -6 | B = -2.1 | C = -2.3 | D = -3 | E = 0.5 | F = 0 | G = 1 | H = -4 | I = 5
CCn1c(SCC(=O)N2CCOCC2)nc2c(c1=O)SC(C)C2 (stereo not given)
  A = 1 | B = 0.1 | C = 19 | D = 0 | E = 0.6 | F = 0 | G = 26 | H = -14 | I = -13
CCOc1cc(C2NC(=O)NC(C)=C2C(=O)OCC2CCCCC2)ccc1O (stereo not given)
  A = -3 | B = ? | C = 8.6 | D = 2 | E = 1.9 | F = -1 | G = 7 | H = -4 | I = ?
CC(NC(=O)c1ccc2ccccc2n1)c1ccccc1 (stereo not given)
  A = -3 | B = -4.7 | C = -0.4 | D = 8 | E = -1.6 | F = -1 | G = 7 | H = 7 | I = 1
CN(Cc1ccccc1)C(=O)c1ccc(NC(=O)Cc2ccc(NC(=O)C3CCN(C(=O)C4CCC4)CC3)cc2)cc1
  A = . | B = -6.4 | C = -1.2 | D = 6 | E = . | F = 0 | G = -8 | H = 7 | I = 1
COC(=O)c1ccccc1NC(=O)CN1CCN(C(=O)c2ccco2)CC1
  A = -1 | B = -1.1 | C = 1.9 | D = -2 | E = -2.1 | F = -1 | G = 10 | H = 2 | I = -18
CN1CCN(C(=O)c2ccc3ccccc3c2)CC1
  A = -2 | B = -0.3 | C = -0.5 | D = -3 | E = 3.0 | F = 2 | G = 4 | H = 7 | I = 3
Cc1ccc(Cn2c(=O)sc3ccccc3c2=O)cc1
  A = 1 | B = -5.0 | C = -1.2 | D = -3 | E = 1.1 | F = 0 | G = 6 | H = -2 | I = -12
COc1ccc(N(C(=O)CNC(=O)c2cccs2)C(C(=O)NCC2CCCO2)c2ccccc2)cc1OC (stereo not given)
  A = 1 | B = -0.4 | C = . | D = -3 | E = 6.4 | F = 6 | G = 3 | H = 6 | I = 2
Cc1nc2ccc(NS(=O)(=O)c3c(F)cccc3F)cc2s1
  A = -6 | B = -0.4 | C = -1.8 | D = 4 | E = -0.9 | F = 0 | G = 4 | H = -7 | I = -2
COc1ccc(S(=O)(=O)N2CN3CCN(C3)C2)cc1OC
  A = -3 | B = . | C = 0.2 | D = -4 | E = 0.0 | F = -1 | G = -3 | H = 8 | I = -7
Cc1ccc(S(=O)(=O)Nc2ncnc3sccc23)cc1C
  A = 11 | B = -2.0 | C = -0.9 | D = 0 | E = . | F = -2 | G = 2 | H = -4 | I = 4
Cc1ccc(NC(=O)C(C)[n+]2ccccc2)cc1[N+](=O)[O-] (stereo not given)
  A = 7 | B = -1.6 | C = 5.9 | D = -6 | E = 0.5 | F = 1 | G = 6 | H = 10 | I = -8

Molecules shown so far with a furan ring, fused or not (2):
Codes: A = Rv3671c inh; B = FadD28 binding; C = Mtb BioA inh; D = PrPC TRFRET; E = Mtb UGM inh; F = FBA Mtb inh; G = GDH-TPI inh; H = MazEF act; I = BoNT-F LC inh
Cc1ccc(S(=O)(=O)c2ccc([N+](=O)[O-])o2)cc1
  A = . | B = -4.2 | C = . | D = 82* | E = . | F = 0 | G = -8 | H = 7 | I = -1
COC(=O)c1ccccc1NC(=O)CN1CCN(C(=O)c2ccco2)CC1
  A = -1 | B = -1.1 | C = 1.9 | D = -2 | E = -2.1 | F = -1 | G = 10 | H = 2 | I = -18

Back to the main list with the 4 entries that preceded the break.
Codes: A = Rv3671c inh; B = FadD28 binding; C = Mtb BioA inh; D = PrPC TRFRET; E = Mtb UGM inh; F = FBA Mtb inh; G = GDH-TPI inh; H = MazEF act; I = BoNT-F LC inh
Cc1nc2ccc(NS(=O)(=O)c3c(F)cccc3F)cc2s1
  A = -6 | B = -0.4 | C = -1.8 | D = 4 | E = -0.9 | F = 0 | G = 4 | H = -7 | I = -2
COc1ccc(S(=O)(=O)N2CN3CCN(C3)C2)cc1OC
  A = -3 | B = . | C = 0.2 | D = -4 | E = 0.0 | F = -1 | G = -3 | H = 8 | I = -7
Cc1ccc(S(=O)(=O)Nc2ncnc3sccc23)cc1C
  A = 11 | B = -2.0 | C = -0.9 | D = 0 | E = . | F = -2 | G = 2 | H = -4 | I = 4
Cc1ccc(NC(=O)C(C)[n+]2ccccc2)cc1[N+](=O)[O-] (stereo not given)
  A = 7 | B = -1.6 | C = 5.9 | D = -6 | E = 0.5 | F = 1 | G = 6 | H = 10 | I = -8
CCCn1c(SCC(=O)N2CCN(S(=O)(=O)c3ccc(Cl)cc3)CC2)n[nH]c1=O
  A = -6 | B = 0.5 | C = -1.5 | D = -7 | E = 0.0 | F = -1 | G = 9 | H = -4 | I = -1
C=CCn1c(CSCc2ccccc2)nnc1SCC(=O)NCc1ccccc1
  A = 8 | B = -0.1 | C = 3.0 | D = 7 | E = 0.4 | F = 0 | G = 3 | H = -1 | I = 4
COC(=O)C(CCSC)NC(=O)CNS(=O)(=O)c1ccc(F)cc1 (stereo not given)
  A = -7 | B = -1.5 | C = -0.1 | D = 1 | E = 3.3 | F = -1 | G = -4 | H = 2 | I = -20
Cc1cc(/C=N/n2c(COc3ccccc3)nc3ccccc3c2=O)c(O)c([N+](=O)[O-])c1
  A = -23 | B = 0.1 | C = . | D = 2 | E = 3.1 | F = -5 | G = 7 | H = -1 | I = -12
CN1CCN(CCCOc2ccc(-c3ccccc3)cc2)CC1
  A = -1 | B = -3.5 | C = 2.1 | D = -8 | E = -0.9 | F = 1 | G = -13 | H = 3 | I = ?
COc1ccc(-c2cccc(-c3cc(=O)oc4ccc(C(C)(C)C)cc34)c2)cc1
  A = . | B = -1.9 | C = -0.3 | D = 8 | E = . | F = 3 | G = 6 | H = 2 | I = -3
COc1ccc(-n2c(C)ccc2-c2ccccc2)cn1
  A = -7 | B = -0.4 | C = -10 | D = -4 | E = 58* | F = 3 | G = 3 | H = -111 | I = -15
O=C(COc1cccc(-n2cnnn2)c1)NCCC1=CCCCC1
  A = -7 | B = -2.8 | C = -2.2 | D = 1 | E = -1.5 | F = -2 | G = 2 | H = 0 | I = 1
CC(OC(=O)CN1C(=O)C2CC=CCC2C1=O)C(=O)Nc1ccc(F)cc1Cl (stereo not given)
  A = -2 | B = 1.4 | C = 0.3 | D = 6 | E = 0.0 | F = 1 | G = -9 | H = 1 | I = 0
CCN(CC)CC(=O)Nc1ccccc1SCC(=O)Nc1ccsc1C(=O)OC
  A = -2 | B = -0.3 | C = . | D = 1 | E = 0.2 | F = 1 | G = 2 | H = 6 | I = -7
CCCCOc1ccc(C2C(=O)N(C3CCCCC3)CC(=O)N2CC2CCCO2)cc1 (stereo not given)
  A = -5 | B = -1.3 | C = 0.3 | D = -8 | E = -1.0 | F = -3 | G = -19 | H = 0 | I = 0
CCC(=O)N=c1sc2c(C)cc(C)cc2n1CC(=O)OC
  A = -2 | B = -0.8 | C = -1.2 | D = -4 | E = -0.1 | F = 3 | G = 13 | H = -4 | I = -5
O=[N+]([O-])c1cc([N+](=O)[O-])c(Oc2ccccc2F)cc1NN1CCCCC1
  A = 4 | B = 0.2 | C = -0.8 | D = -3 | E = -2.0 | F = 2 | G = 7 | H = 2 | I = 2
S=c1[nH]nc(-c2ccc(Cl)cc2Cl)n1-c1ccc2c(c1)OCCO2
  A = -12 | B = -1.5 | C = . | D = -3 | E = 1.6 | F = 3 | G = 2 | H = 4 | I = .
CN(Cc1ccccc1)c1nc2c(c(=O)[nH]c(=O)n2C)n1Cc1ccccc1
  A = -5 | B = 0.3 | C = -0.9 | D = -5 | E = -1.8 | F = 4 | G = 2 | H = -2 | I = -8
CC#CCCCC(=O)Nc1cccc(C(=O)O)c1
  A = -2 | B = 1.1 | C = 0.5 | D = -4 | E = -0.4 | F = 7 | G = 9 | H = -2 | I = 7
CN(Cc1ccco1)c1ncnc2ccc(-c3ccoc3)cc12
  A = -8 | B = -0.6 | C = 1.1 | D = -3 | E = -1.9 | F = 12 | G = 9 | H = 1 | I = -1
COc1ccc(Nc2cc(C)nc3nc(C)nn23)c(OC)c1
  A = 8 | B = -1.1 | C = 2.3 | D = -4 | E = 2.7 | F = 2 | G = 11 | H = -2 | I = 4
Cc1nc2nc(SCC(=O)N3CCOCC3)nn2c(C)c1Cc1ccccc1
  A = 10 | B = -0.3 | C = 111* | D = 0 | E = -2.1 | F = 1 | G = -5 | H = -1 | I = 1
O=C(/C=N/O)NCc1cccnc1
  A = 0 | B = -0.1 | C = -0.8 | D = -4 | E = 1.4 | F = 1 | G = 4 | H = 4 | I = -2
Cc1cc(C(=O)NCCCC(=O)O)c(C)o1
  A = -1 | B = -0.3 | C = 0.5 | D = 4 | E = -0.5 | F = 1 | G = 10 | H = 2 | I = -10
COc1ccc(-c2csc(Nc3ccccc3)n2)cc1
  A = 4 | B = -2.8 | C = . | D = 0 | E = 2.2 | F = -1 | G = -4 | H = -8 | I = -2
CCOC(=O)c1ccc(N2CCOCC2)c(NC(=O)c2c(-c3ccccc3)noc2C)c1
  A = -5 | B = -1.5 | C = -1.9 | D = 18 | E = 3.1 | F = 0 | G = 2 | H = 0 | I = .
